CSM14.1 death rescue = protection against thapsigargin-triggered cell killing – 384-well, CSM14.1, ATP luminescence, primary screen (AID 1222) | CSM14.1 thapsigargin-induced death rescue, ATP luminescence; higher % means a stronger effect | one-dose cellular ATP content (survival), % at 20 µM; EC50 in µM for titrated hits | 190,000 tested, under 10 active;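 active means EC50 below 50 µM in the dose-response confirmation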;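 further: death triggered by thapsigargin at about 15 µM added after 2 h compound pretreatment; cell ATP read after overnight thapsigargin exposure of roughly 18 to 22 hours; normalized against plate controls of thapsigargin alone and 5% DMSO vehicle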
M17LAP inhibition = P. falciparum M17LAP inhibitors, primary screen, biochemical, fluorogenic H-Leu-NHMec substrate, 1536-well (AID 1619) | recombinant M17LAP, H-Leu-NHMec fluorogenic kinetic assay; higher % means a stronger effect | inhibition, % at 30 µM, or IC50 in µM where a hit was titrated | 220,000 tested, 0.38% active;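 active means compound inhibiting the enzyme by more than half at any dose during confirmatory dose-response retesting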;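 further: plate controls were full reaction with DMSO carrier for no effect and no enzyme background for full effect; strong numbers were not always called active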
P. falciparum M1AAP = malaria alanyl aminopeptidase activity blockers – biochemical, fluorogenic H-Leu-NHMec substrate, 1536-well (AID 1445); recombinant M1AAP, H-Leu-NHMec fluorogenic kinetic assay; higher % means a stronger effect; inhibition, % at 30 µM, or IC50 in µM where a hit was titrated; 220,000 tested, 0.42% active;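 active means primary inhibition above the hit cutoff, then over 50% inhibition at one or more dose response concentrations, cut at about 23% in these data, passing the limit was not always enough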;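 further: plate controls were DMSO full reaction for no effect and no enzyme background for full effect; strong numbers were not always called active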
Dynein transport = dynein cargo transport inhibition; 220,000 tested, 0.47% active; z-score, hits read low; 3617.4 mouse cells, GR-EGFP nuclear translocation imaging; test concentration mostly 20 µM; stimulated with dexamethasone, 1 µM; stronger effect = lower value;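 active means plate z-score of nuclear minus cytoplasmic receptor signal below a set negative limit, without overly bright fluorescence or cell loss, cut at about -3.5 in these data, passing the limit was not always enough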;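 further: z-score of nuclear minus cytoplasmic ring GR-EGFP intensity difference per well; some compounds called inactive have numbers as strong as hits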
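Medium: Induction medium lacking tetracycline, stripped serum | Probe or stimulus: 1.0 µM final dexamethasone stimulus | Schedule: 48 h induction, then 1 h compound, then 30 min agonist, 37 °C | Signal: Automated 10x imaging of fixed Hoechst-stained cells | Evaluation: Per-cell GR-EGFP intensity, nucleus versus surrounding cytoplasmic ring, well-averaged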
Autophagy HCS = alters autophagy in cells; MEF GFP-LC3 puncta imaging; test concentration mostly 10 µM; calls only at 10 µM (by protocol); 190,000 tested, 0.98% active; AID 463193;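 active means percentage of spot-positive cells more than 3 SD above its plate mean, without a fluorescence outlier flag or 80% toxicity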;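 further: spot-positive cell cutoff set from DMSO-treated cells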
bCat nuc transl = modulators of beta-catenin nuclear translocation; AID 1665; 190,000 tested, 0.3% active; nuclear translocation activity, % at 5 µM; HeLa beta-catenin nuclear translocation, immunofluorescence imaging;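 active means nuclear translocation activity above 50% at 5 µM, with a well cell count of 50 or more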;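 further: per-cell ratio of nuclear to cytoplasmic median beta-catenin stain intensity; plate controls were DMSO negative control for no effect and GSK-3 inhibitor IX positive control for full effect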
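System: Human HeLa cells, endogenous beta-catenin | Compound dosing: 5 µM primary, 0.02–20 µM confirmation | Timing: 24 h compound exposure at 37°C, 5% CO2 | Measured by: Fluorescence imaging of beta-catenin antibody stain plus DAPI | Read-out basis: % activation of per-cell nuclear versus cytoplasmic median beta-catenin signal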
Insulin prom up = MIN6 insulin promoter up-regulation. MIN6 insulin promoter-GFP reporter, high-content imaging; stronger effect = higher value. z-score at 5 µM. 190,000 tested, 0.3% active. AID 1625;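 active means z-score above 3 at 5 µM with at least 500 cells counted in the well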
K1F lysis inhibition = inhibition of K1F phage lysis, E. coli UTI89, bacterial capsule biogenesis inhibitors, alamar blue (AID 488966); inhibition, % at 100 µM, or IC50 in µM where a hit was titrated; 340,000 tested, 0.02% active; E. coli UTI89 K1F phage lysis, alamar blue, 2 h; higher % means a stronger effect;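 active means phage lysis inhibition, versus mean bacterial control, above a set limit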;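 further: capsule biogenesis inhibitors block K1F phage lysis so surviving cells raise fluorescence; higher fluorescence means more inhibition of phage lysis; actives were called in the ten point dose series up to 300 µM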
MT stabilizer = microtubule stabilizers in HeLa cells; HeLa tubulin immunostaining HCS, 24 h; share of cells brighter than vehicle mean+2SD; % tubulin-high responders, % at 10 µM; 200,000 tested, 0.83% active; AID 2205;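 active means plate Z-score above 3 for both tubulin-high and condensed-nucleus cell shares, with cell loss under 80%, at 10 µM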;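 further: anti alpha tubulin signal scored within the nucleus-defined area of each cell; some results filed as inactive read as strong as hits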
Dynein transport cytoplasmic EGFP = recorded beside Dynein transport, whose call it bears; z-score; measured here: cytoplasmic GR-EGFP intensity; stronger effect = higher value
Dynein transport nuclear GR-EGFP = second read-out of Dynein transport, no call of its own (marks repeat the call); z-score; measured here: nuclear GR-EGFP intensity;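 lower value marks the stronger effect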
Dynein transport cell count = recorded beside Dynein transport, whose call it bears; z-score; measured here: cell count per field
Insulin prom up cell count = recorded beside Insulin prom up, whose call it bears; cell count; measured here: cytotoxicity, nuclei count;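 total cells summed across four imaged fields per well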
bCat nuc transl cell count 5 µM = recorded beside bCat nuc transl, whose call it bears; cell count; measured here: cell count, cytotoxicity flag
MT stabilizer Hoechst-high % = second read-out of MT stabilizer, no call of its own (marks repeat the call); % Hoechst-high responders; measured here: nuclear condensation Hoechst responders;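 share of cells brighter than vehicle mean plus two SD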
MT stabilizer cytotoxicity % = second read-out of MT stabilizer, no call of its own (marks repeat the call); toxicity, %; measured here: cytotoxicity by cell density;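 0% = mean cell density of plate MIN control wells and 100% = no cells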
Autophagy HCS cell loss 18 h = also measured in Autophagy HCS; calls as there; toxicity, %; measured here: cell loss, nuclei count;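 cell loss after 18 h compound exposure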
* = called active by the depositor; i = inactive; · = not tested or not shown; & = joins results of further samples; [ ] = dose if it differs, or a comment.

SMILES	CSM14.1 death rescue	M17LAP inhibition	P. falciparum M1AAP	Dynein transport	Dynein transport cytoplasmic EGFP	Dynein transport nuclear GR-EGFP	Dynein transport cell count	Autophagy HCS	Autophagy HCS cell loss 18 h	bCat nuc transl	bCat nuc transl cell count 5 µM	Insulin prom up	Insulin prom up cell count	K1F lysis inhibition	MT stabilizer	MT stabilizer Hoechst-high %	MT stabilizer cytotoxicity %
Cc1ccc(NC(=O)c2cccc(NC(=O)CCC(=O)O)c2)cc1C	-1.1%	19%	3%	-0.11	-0.33	-0.013	0.39	i	-6	-0.2	1113	-0.44	1232	-0.1%	2.4	2.8	6.2
N/C(=N\OC(=O)Cc1ccc(-c2ccccc2)cc1)c1ccccn1	5.1%	10%	-4%	-0.19	0.31	-0.25	-0.35	i	-1	4.4	555	·	·	0.0%	3.5	2.6	7.6
CN(C)Cc1cc(CN(C)C)c(O)c(CCc2ccccc2)n1	-0.3%	-6%	-1%	0.56	0.012	0.43	-0.17	i	-12	·	·	-0.59	877	0.3%	1.1	1.1	11
Cn1c(=O)c2c(nc(CO)n2C)n(C)c1=O	0.2%	12%	4%	-0.57	-0.25	-0.18	-0.34	i	-9	-1.5	992	0.6	1158	1.2%	3.3	2.3	12
O=C(CCNc1ccc(Cl)cc1)c1cccs1	-2.8%	-4%	8%	0.079	-0.13	-0.078	-0.63	i	2	1.1	1136	-0.4	1577	1.9%	6.2	2.4	6.9
CCOC(=O)N1CCN(S(=O)(=O)c2cccc3ccc(C)nc23)CC1	-2.7%	-2%	4%	2	-0.21	2	-1.9	i	-4	·	·	·	·	2.0%	2.7	0.3	26
Cc1cccc(/C=N/n2c(-c3ccco3)n[nH]c2=S)c1	·	13%	7%	-0.55	-0.25	0.31	-0.033	·	·	0.3	1217	0.43	1134	0.4%	·	·	·
Cc1noc(C)c1C(=O)NCc1ccccc1	-0.7%	1%	6%	-0.42	0.77	-0.31	0.59	i	2	·	·	0.24	959	-2.1%[50 µM]	0.8	1.4	1.8
CC(=O)Nc1ccc(C(=O)CSc2cc(C)c3cccc(C)c3n2)cc1	-0.6%	6%	7%	0.16	-0.1	0.6	-0.78	i	-8	1.3	1065	0.01	1324	1.4%[50 µM]	1.7	2.9	6.5
Cc1nn2c(Nc3ccc(F)cc3)c3c(nc2c1-c1ccccc1)CCC3	-1.3%	-8%	2%	0.36	-0.2	0.2	0.38	i	1	0.1	873	-0.14	1294	0.7%	2.2	2.4	7.1
O=C(CSc1ncnc2c1oc1ccccc12)Nc1cccc(C(F)(F)F)c1	-1.1%	1%	-4%	1.3	-0.12	1.2	-1	i	2	-6.5	1138	0.06	805	0.7%	4.3	2.8	5.2
Cc1ncc([N+](=O)[O-])n1CC(=O)Nc1ccc2c(c1)OCO2	-0.8%	3%	2%	-0.38	-0.35	-0.37	1	i	-4	-2.5	1059	1.4	1577	0.3%	6.0	1.4	10
COC(=O)COc1ccc(C)cc1-n1nc2ccccc2n1	-0.7%	12%	8%	0.47	-0.27	0.27	0.67	i	1	1.7	1006	0.18	1602	0.6%	2.5	0.7	5.3
Cc1nc(SCc2c(F)cccc2Cl)c2c(=O)n(C)c(=O)n(C)c2n1	1.5%	-2%	-1%	-0.14	-0.15	-0.053	-0.27	i	10	·	·	-0.45	946	0.0%	2.3	2.5	6.1
Cc1ccc(OCC(=O)NNC(=S)NC(=O)C(C)(C)C)c(Br)c1	8.6%	13%	-20%	0.014	-0.37	0.21	1	i	2	-3.0	1063	-0.89	1501	0.3%	2.2	1.2	9.2
CC(C)(CNC(=S)NCCc1ccccc1)CNC(=S)NCCc1ccccc1	-1.5%	10%	-2%	-0.17	-0.24	0.2	-0.046	i	-6	0.2	1112	-2.4	967	0.4%	1.7	2.6	12
Cc1ccc(Cn2nc(C)cc2C(=O)Nc2ccc(Cl)cc2)cc1	·	4%	1%	0.15	-0.21	0.12	-0.14	·	·	-0.2	1275	-0.01	1137	·	·	·	·
CN(C)CCCOC(=O)COc1ccc(C(C)(C)C)cc1	-0.2%	8%	0%	0.21	-0.22	0.2	-0.19	i	1	-0.1	997	0.41	1293	0.4%[50 µM]	1.4	3.2	11
CNC(=O)c1nnsc1S(=O)c1ccc(Cl)cc1 (stereo unspecified)	-2.6%	7%	3%	-5*	1.5*	-2.7*	0.27*	i	14	-2.0	1099	1.4	962	-4.5%	3.6	2.4	6.7
O=C(CCCN1C(=O)c2ccccc2C1=O)NCC1CCCO1 (stereo unspecified)	-0.9%	-8%	-1%	0.3	-0.23	0.049	0.15	i	4	-3.4	954	0.31	1410	0.7%	5.0	1.7	6.0
CC(Sc1ccc2ccccc2n1)C(=O)O (stereo unspecified)	-1.2%&-1.1%	14%&4%	4%&-4%	1.9&0.89	-0.27&-0.15	1.6&-0.65	-0.57&-0.023	i	2&-3	0.9&-2.6	1421&1476	0.76&0.18	1529&1551	-2.2%	3.7&1.8	1.3&1.7	2.5&1.6
COc1ccccc1NC(=O)C1CCCN1C(=O)NCc1ccccc1 (stereo unspecified)	2.8%	-1%	14%	-0.39	-0.2	-0.034	-0.25	i	-8	-7.6	968	-0.34	1148	0.4%	2.6	2.6	6.1
O=C(CCn1c(=O)c2ccccc2n(Cc2cccnc2)c1=O)NCc1ccc2c(c1)OCO2	-0.7%	3%	5%	-0.18	-0.34	0.083	1	i	3	-1.6	1241	-0.44	1282	0.4%	3.9	3.8	1.7
COc1ccc(-n2cnnc2SCc2csc(-c3ccccc3)n2)cc1	0.0%	-9%	-2%	-1.1	-0.17	0.08	0.51	i	7	-3.8	885	-0.05	1121	-0.1%	3.3	2.5	7.3
COc1ccc(N=Cc2[nH]c3ccccc3c2O)cc1	1.0%	6%	12%	2.5	3.5	1.4	-0.85	i	4	-1.0	1159	0.54	1418	5.6%	5.9	2.4	6.7
CCCC(c1nnnn1Cc1cccs1)N1CCN(c2ccc(OC)cc2)CC1 (stereo unspecified)	-1.5%	4%	11%	-0.88	-0.2	-0.47	0.44	i	2	-4.7	882	1.4	1059	0.3%	0.8	1.0	8.1
O=C(CCc1ccc(O)c(O)c1)NNC(=S)NCCc1ccccc1	2.8%	21%	8%	-0.48	-0.32	-0.52	0.54	i	-3	-0.1	884	0.53	1453	7.7%	3.4	1.7	7.7
COc1ccc(OCCn2nnc(-c3ccc(Cl)cc3)n2)cc1	-0.2%	-7%	1%	1.2	-0.035	0.59	-1.3	i	-15	-0.5	1063	0.92	1529	-0.5%	3.6	2.5	11
CCc1ccc(S(=O)(=O)/N=C2\C=CC(=O)c3ccccc32)cc1	-0.6%	27%	7%	-1.9	-0.2	-0.94	0.62	i	10	1.3	1129	-0.86	1184	·	1.4	1.0	7.0
O=C(CCCOc1ccccc1)Nc1nc2ccccc2[nH]1	-8.0%	-18%	2%	-0.26	-0.19	-0.068	0.69	i	-14	-0.3	1080	-0.26	1222	0.0%	4.6	1.2	3.2
c1ccc(OCCCn2nnc(-c3cccnc3)n2)cc1	-1.7%	0%	1%	-0.49	-0.24	-0.031	0.13	i	-5	1.6	992	0.36	1896	0.8%[50 µM]	1.2	2.4	8.3
O=S(=O)(c1cccs1)N1CN(Cc2cccs2)c2nc3ccccc3nc21	-0.7%	-10%	4%	-0.41	-0.21	-0.1	0.33	i	45	-1.1	1088	-1.6	1736	-0.5%	2.0	1.4	12
O=C(Nc1ccccc1[N+](=O)[O-])c1nc[nH]c1C(=O)NCCO	-0.6%	0%	13%	1.6	-0.21	0.52	-1.6	i	19	-1.5	794	0.15	1214	-0.1%	4.7	1.3	6.3
O=C(NCc1cccnc1)C(=O)NCC1OCCN1S(=O)(=O)c1ccc(F)cc1 (stereo unspecified)	-2.3%	2%	3%	2.6	-0.029	3	-1.9	i	-9	-3.1	564	0.37	1235	0.7%	3.8	2.3	9.3
Cc1ccc(NC(=O)N2CCC(O)(c3cccnc3)CC2)cc1	1.5%	8%	12%	1.7	0.037	1.6	-1.6	i	-9	-2.4	1133	-0.72	995	0.0%	2.3	1.2	5.8
COc1cccc2cc(-c3nc(-c4cccs4)cs3)c(=O)oc12	-0.4%	-5%	5%	-0.063	-0.13	0.33	0.65	i	6	-2.4	1003	-0.23	1369	-0.2%	3.3	6.0	1.2
COc1ccc(CCSc2nnc(C3CCCCC3)n2N)cc1	9.0%	10%	1%	-1.1	0.03	-0.35	0.77	i	-1	-2.9	1168	-0.06	879	0.9%	1.0	2.2	9.7
COc1cccc(NC(=O)CSc2nc3ccccc3c(=O)n2CCCC(=O)N2CCCC2)c1	-1.2%	4%	2%	-0.51	-0.39	0.11	0.68	i	11	-2.4	960	-4.6	867	2.2%	2.1	1.5	9.9

Compound activity from PubChem.
